High-throughput results deposited in PubChem BioAssay by National Center for Advancing Translational Sciences (NCATS).
GLS inhibitor: blocks human kidney-isoform glutaminase activity; O94925; GLS enzymatic activity, qHTS titration; Potency, µM (top dose mostly 45.5 µM), for the others: at the highest dose activity change, negative = inhibition, actives largely listed as inhibitors; 0.21% of 410,000 active; AID 624170; further: potency means the concentration at half of the fitted maximal effect; on the % scale 0 is the no-effect control and ±100 the full control effect
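Human kidney-isoform GLS in 45 mM KH2PO4 pH 8.2, 0.02% Tween-20, with compound, started with 1mM L-Glutamine (added stock). Glutamate oxidase/HRP/Amplex red coupled fluorescence read at start and after 30 min at RT.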
PI4K2A block: PI4K2A (human) kinase inhibition | purified PI4K2A, ADP-Glo luminescence, 1 h; hits give low values | AID 1346378 | 0.13% of 420,000 active | activity change, negative = inhibition, % at 76.9 µM | Q9BTU6; in the data active means activity change below about -50%; inconclusive means mostly about -30% to -49%;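 further: -100% = wells without enzyme as full effect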
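In this quantitative HTS, ADP production by PI4K2A was quantified luminescently after 1 h at ambient temperature; 100 microM adenosine served as plate-quality control.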
HP1b chromo inh: blocks HP1-beta chromodomain binding to methylated histone tails; AID 540317; AlphaScreen HP1-beta / biotin-H3K9me3 peptide binding; Potency, µM (top dose mostly 114 µM), for the others: at the top dose activity change, negative = inhibition, hits mostly inhibitors; 0.56% of 390,000 active; P83916; further: potency means the concentration at half of the fitted maximal effect; nearly all actives have a fitted effect of over 70% in size; inactives centre near 23
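HP1-beta protein (50 nM final) preincubated 30 min at room temperature with biotinylated H3(1-18)K9me3 peptide (50 nM) in PBS pH 7.4, 0.01% Tween-20, then compound added for 30 min. AlphaScreen streptavidin donor/nickel chelate acceptor beads (10 ug/mL final), 30 min dark, luminescence read.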
ERG Ets-DNA blk: inhibitors of human ERG Ets domain-DNA interaction | AID 624246 | fluorescence polarization, His-ERG Ets domain / labelled DNA | Potency, µM (series often up to 76.9 µM), for inactives: at the highest dose FP activity, negative = inhibition, hits mostly inhibitors | P11308 | 0.028% of 370,000 active; active means well fitted inhibition curve with a large enough effect in the polarisation, with a control signal flat; inconclusive means small, poorly fitted or top-dose-only effect, or effect the other way, or a change in a side signal; inactive means no such curve, though single readings can be large or run the other way; the % refers to the polarisation;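 further: polarization taken with two DNA probes labelled with fluorescein and Texas red; potency means the concentration at half of the fitted maximal effect; % of control where 0% means no effect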
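His-tagged ERG Ets domain (1 uM in the protein solution; 300mM KCl, 50mM Tris-HCl, 1mM EDTA, 1mM DTT, pH 7.5) received compound, then a probe mix of 5 nM fluorescein-DNA and 100nM Texas-615-DNA. Fluorescence polarization was read for both dyes.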
G9a inh: blocks human histone lysine methyltransferase G9a. AID 504332. Potency, µM (titrated, usually from 102 µM), without a hit: top-dose activity, negative = inhibition, most hits filed as inhibitors. 8.8% of 350,000 active. G9a H3K9 monomethylation, AlphaScreen, 2 h. Q96KQ7; further: potency means the concentration at half of the fitted maximal effect; on the % scale 0 is the no-effect control and ±100 the full control effect; nearly all actives have a fitted effect of over 75% in size
Target sequence (Q96KQ7 913-1193 limits assumed): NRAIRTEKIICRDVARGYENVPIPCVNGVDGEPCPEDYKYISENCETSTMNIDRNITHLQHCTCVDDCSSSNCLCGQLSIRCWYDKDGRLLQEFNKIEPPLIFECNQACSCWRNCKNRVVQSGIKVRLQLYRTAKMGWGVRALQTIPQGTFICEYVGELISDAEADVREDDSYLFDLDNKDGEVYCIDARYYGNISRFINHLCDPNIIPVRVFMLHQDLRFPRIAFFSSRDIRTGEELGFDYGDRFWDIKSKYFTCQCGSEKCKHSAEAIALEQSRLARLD
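G9a (20 nM) preincubated 15 min RT with compounds, then 500 nM biotinylated H3K9 peptide and 20 uM SAM added; 2 h RT reaction. Monomethyl-H3K9 product detected by AlphaScreen with anti-H3K9me1 antibody, streptavidin donor and anti-rabbit IgG acceptor beads.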
JMJD2A Tudor inh: inhibitors of human JMJD2A Tudor domain; Potency, µM (highest dose often 114 µM), without a hit: at the top dose activity change, negative = inhibition, hits mostly inhibitors; AlphaScreen JMJD2A-Tudor / H3K4me3 peptide binding; O75164; 4.4% of 390,000 active; AID 504339; further: potency means the concentration at half of the fitted maximal effect; on the % scale 0 is the no-effect control and ±100 the full control effect; nearly all actives have a fitted effect of over 50% in size
BAZ2B inh: blocks human BAZ2B; Potency, µM (titrated, usually from 114 µM), for the others: at the highest dose activity change, negative = inhibition, usual class: inhibitors; Q9UIF8; AlphaScreen BAZ2B-H3K14Ac peptide displacement; AID 504333; 4.4% of 360,000 active; further: potency means the concentration at half of the fitted maximal effect; on the % scale 0 is the no-effect control and ±100 the full control effect; nearly all actives have a fitted effect of over 60% in size
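Compounds, titrated to a top concentration of 110 uM, were incubated 30 min at room temperature with preformed BAZ2B/acetyl-K14 H3 peptide complex (50 nM each). Proximity signal was measured by AlphaScreen after 20 min with beads.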
ALOX12 inh: blocks human arachidonate 12S-lipoxygenase; P18054; purified 12hLO, xylenol orange hydroperoxide absorbance; Potency, µM (series often up to 108 µM), without a hit: at the highest dose activity change, negative = inhibition, most hits filed as inhibitors; 1.1% of 580,000 active; further: potency means the concentration at half of the fitted maximal effect; on the % scale 0 is the no-effect control and ±100 the full control effect
Target sequence (P18054 whole entry, looked up): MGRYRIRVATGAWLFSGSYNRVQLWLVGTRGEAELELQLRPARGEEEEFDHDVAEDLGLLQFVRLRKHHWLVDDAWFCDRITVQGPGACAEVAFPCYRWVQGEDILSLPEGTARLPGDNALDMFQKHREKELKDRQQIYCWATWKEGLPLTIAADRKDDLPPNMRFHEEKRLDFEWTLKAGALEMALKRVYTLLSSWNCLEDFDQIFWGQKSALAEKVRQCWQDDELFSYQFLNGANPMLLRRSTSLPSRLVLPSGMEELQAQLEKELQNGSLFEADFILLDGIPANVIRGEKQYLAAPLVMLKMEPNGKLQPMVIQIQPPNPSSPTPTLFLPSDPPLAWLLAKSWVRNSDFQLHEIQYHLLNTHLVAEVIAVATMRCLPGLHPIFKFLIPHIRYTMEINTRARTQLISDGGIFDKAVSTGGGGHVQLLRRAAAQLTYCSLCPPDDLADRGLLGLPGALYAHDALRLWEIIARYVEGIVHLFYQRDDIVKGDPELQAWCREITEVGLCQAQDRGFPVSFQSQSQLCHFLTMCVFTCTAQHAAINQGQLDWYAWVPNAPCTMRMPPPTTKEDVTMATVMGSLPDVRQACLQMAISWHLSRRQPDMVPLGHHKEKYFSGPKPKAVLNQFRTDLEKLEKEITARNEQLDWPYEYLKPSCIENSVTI
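Purified human 12hLO at 150 nM in 25 mM Hepes, 0.01% Triton X-100, pH 7.0, preincubated 15 min at room temperature with compound. Reaction started with 40 uM arachidonic acid, 30 min at room temperature. Hydroperoxide measured by Fe-xylenol orange, 573/405 nm absorbance ratio.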
RGS4 inh: inhibitors of human regulator of G protein signaling 4; P49798; Transcreener GDP fluorescence polarization, RGS4-accelerated GTP hydrolysis; Potency, µM (top dose mostly 114 µM), inactives show at the highest dose activity change, negative = inhibition, actives largely listed as inhibitors; 0.039% of 390,000 active; AID 504845; further: potency means the concentration at half of the fitted maximal effect; on the % scale 0 is the no-effect control and ±100 the full control effect; nearly all actives have a fitted effect of over 75% in size; some results filed as inactive show a strong effect at the top dose
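MLSMR compounds (23 nl, pin-transferred) preincubated 10 min at room temperature with a 500nM (2x) first reagent, then RGS4 at 900nM (2x) plus Transcreener GDP mix added; fluorescence polarization (620/688 nm) read before and after 90 min at 30 °C.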
* = called active by the depositor; ? = inconclusive; . = not tested or not shown; & = joins results of further samples; [ ] = another dose, or the depositor's remark. Unless noted, the call rests on the fitted dose curve; in most records, active means well fitted curve in the direction sought with a large enough effect; inconclusive means small, poorly fitted or top-dose-only effect, or another doubt; inactive means no such curve, though single readings can be large; an effect the other way counts as inactive or inconclusive.

GLS inhibitor,PI4K2A block,HP1b chromo inh,ERG Ets-DNA blk,G9a inh,JMJD2A Tudor inh,BAZ2B inh,ALOX12 inh,RGS4 inh,canonical_smiles
0%,1,-11%,0%,32µM*,-20%,?,-19%,?,CCOc1cc(/C=N/Nc2cccc(C(=O)O)c2)ccc1OCC(=O)N1CCCCC1
-2%,-8,34%,27%,22µM*,-9%,?,-28%,-14%,COc1ccc2nc3cccc(OC)c3nc2c1
-2%,-2,4%,-8%,?,-28%,-37%,-9%,2%,CCOC(=O)N1CCN(C(=O)/C(=C/c2cccc3ccccc23)NC(=O)c2ccc(OC)c(OC)c2)CC1
5%,3,23%,-6%,1%,-15%,2%,-10%,37%,COc1cc(/C=C(\NC(=O)c2ccccc2)C(=O)NCCO)c([N+](=O)[O-])cc1OC
3%,1,40%[activator],8%,15%,-10%,-1%,-6%,-5%,CCc1nnc(NC(=O)c2ccc(OCc3c(C)noc3C)c(OC)c2)s1
-11%,1,48%[activator],0%,6%[12.7 µM],-2%,-8%,0%,9%,O=C(NCc1ccncc1)NC12CC3CC(CC(C3)C1)C2
-8%,4,7%,-4%,7%,-18%,17%,24%,10%,CN1CCN(S(=O)(=O)c2ccc(NC(=O)C(C)(C)C)cc2)CC1
5%,-1,-1%,2%,.,-13%,2%,-5%,13%,NS(=O)(=O)c1ccc2c(c1)oc(=O)c1cc(S(N)(=O)=O)ccc12
-6%,-6,34%,-4%,-4%,-1%,0%,-7%,-16%,CN(C)/C=C/C(=O)c1cccc(Oc2ncccn2)c1
5%,-2,54%[activator],0%,24%[59 µM],11%,23%,?,27%,Cc1ccc(CCNC(=O)CCSCc2ccccc2Cl)cc1
-2%,-1,27%,-1%,-10%[59 µM],-12%,-14%,-18%,-9%,Cc1ccc(CCNC(=O)C(CC(C)C)NS(=O)(=O)c2ccc3c(c2)oc(=O)n3C)cc1 (stereo not drawn)
12%,-2,6%,-1%,-22%,-17%,50µM*,-5%,0%,CCC(C)(C)NC(=O)CCn1c(-c2ccccc2)cc(C(C)=O)c1C
7%,-2,19%,-4%,22%,-30%,2%,7%,6%,CC(C)[C@H](N)c1nnc(SCC(=O)c2ccc(Cl)cc2)o1
4%,-3,35%,7%,-10%[59 µM],-17%,-5%,-28%,-1%,c1ccc(C2[C@H]3CN(CC4CCCCC4)[C@H](c4ccccc4)C34CC2(c2ccccc2)C4)cc1 (stereo partly drawn)
-18%,-5,50%[activator],1%,.,18%,.,?,-32%,O=C(NC(=S)NCc1ccc(Cl)cc1Cl)c1ccco1
-2%,-2,36%,-4%,4%,4%,-9%,-13%,18%,C=CCNC(=S)NCC
-6%,4,23%,0%,.,3%,.,1%,-44%,COC1C(CO)OC(n2c3c(Cl)cccc3c3c4c(c5c6cccc(Cl)c6[nH]c5c32)C(=O)NC4=O)C(O)C1O (stereo not drawn)
-3%,1,42%[activator],-3%,8%[59 µM],-10%,-3%,0%,7%,CC(CCC(=O)Nc1nncs1)C(=O)O (stereo not drawn)
8%,3,49%[activator],-3%,8%,4%[57.1 µM],24%,46%[activator],5%[56.9 µM],COc1ccc(OC)c(-c2c[n+](=O)c3c(n2[O-])CCCC3)c1
5%,3,34%,10%,17%,-6%[57.1 µM],5%,-25%,-3%,CN(c1ccc(C(=O)NC2CC3CCC2C3)cc1)S(C)(=O)=O (stereo not drawn)
-9%,-3,-12%,-7%,5%[12.7 µM],?,1%,0%,-42%,COc1ccccc1NC(=O)CN(c1ccccc1F)S(C)(=O)=O
6%,-5,24%,-2%,107%[activator],4%,69%[activator],-5%,-3%[56.9 µM],O=C(Nc1ccc(F)cc1)c1csc(Cc2ccccc2)n1
6%,-2,51%[activator],8%,.,-2%,.,7%,4%,Cc1ccc(CNC(=O)[C@]2(C)CCC[C@@]3(C)C4CC[C@@]5(C)C[C@]4(CCC32)CC5=O)cc1 (stereo partly drawn)
-1%,5,55%[activator],0%,-3%[59 µM],9%,1%,7%,-35%,Cc1ccc(C)c(NC(=O)c2nc(S(=O)(=O)Cc3ccc(F)cc3)ncc2Cl)c1
6%,1,-4%,-10%,-24%[0.501 µM],?,?,-7%,-1%,O=C(c1ccc(C(=O)N2CCCc3ccccc32)s1)N1CCCc2ccccc21
-19%,-5,19%,0%,2%,-6%,-1%&-7%,-7%,7%,O=C(c1ccc(O)cc1)c1ccc(C(=O)c2ccc(O)cc2)cc1
-8%,-1,43%[activator],-6%,4%,21%,5%,0%,-10%,COC(=O)c1ccccc1NC(=O)CN1CCC(C)CC1
-2%,1,1%,5%,50µM*,-35%,?,?,-6%,NC1=NC(=O)/C(=C/c2cn(Cc3ccccc3)c3ccccc23)S1
4%,1,-5%,-1%,10%,?,?,-14%,-23%[56.9 µM],COc1ccc(CN2CCCN(S(=O)(=O)c3ccc(Br)cc3)CC2)cc1
-5%,-5,27%,8%,-46%,-8%,-4%,-24%&-14%,-7%,COc1ccc(-c2cc(C(=O)NCCCN3CCOCC3)c3ccccc3n2)cc1OC
-1%,0,39%,0%,-96%,-5%,30%,-1%,-36%,CCC(=O)NC1(C(F)(F)F)C(=O)Nc2c1c(=O)[nH]c(=O)n2Cc1ccco1 (stereo not drawn)
-3%,-2,6%,-3%,4%,-18%,10%,?,13%,Cc1cccn2cc(CNC(=O)c3ccc(Br)o3)nc12
11%,2,10%,-2%,?,-17%,6%,-1%,19%,Cc1nn(Cc2ccc([N+](=O)[O-])cc2)c(=O)n1-c1ccc(F)cc1
2%,-4,18%,-7%,-9%[12.7 µM],-4%,-1%,66%[activator],-11%,CCN1CCN(C(=O)c2cc3cc4cc(OC)ccc4nc3s2)CC1
-2%,-2,35%,4%,-32%,-8%,-1%,41%&-4%[activator],-50%,CC(C)=CC[N+]1(C)CCCCC1
4%,-2,13%,-1%,6%[59 µM],-6%,1%,-24%,0%,Nc1nc(SCC(=O)NCc2ccc(F)cc2)[nH]c(=O)c1NC(=O)c1ccc(Cl)cc1
18%,1,14%,.,-21%[59 µM],-24%,1%,-11%,-13%,CC1CN(S(=O)(=O)c2cccc(C(=O)NN3CCN(C)CC3)c2)CC(C)O1 (stereo not drawn)
-2%,6,27%,7%,26%,2%,10%,-5%,-6%,COc1ccc(C(=O)OC(C)C(=O)NC(C)CCc2ccccc2)cc1[N+](=O)[O-] (stereo not drawn)
5%,3,-19%,3%,?,?,?,-3%,-2%,C(=N\N1CCN(Cc2ccccc2)CC1)/c1cccs1
0%,-5,38%,-7%,41%[activator][59 µM],-2%,-17%,-16%,-33%,CSc1cccc(NC(=S)N(Cc2ccc(C)cc2)Cc2cccnc2)c1
-2%,-4,46%[activator],-5%,-2%[2.33 µM],-5%,4%,-72%,4%,CC1C(=O)Nc2ccc(S(=O)(=O)N3CCCCCC3)cc21 (stereo not drawn)
1%,3,41%[activator],-7%,.,-14%,6%,3%,-13%,NS(=O)(=O)OCCCc1ccc(C(F)(F)F)cc1
-2%,1,24%,12%,12%,-27%,-7%,4%,0%,CSCC[C@H](NC(=O)Nc1ccc(OC(F)(F)F)cc1)C(=O)O
-25%,8,9%,17%,28µM*,?,0%,?,-47%,CCOc1ccc(/C=N/n2c(C3CCCCC3)n[nH]c2=S)cc1
-11%&-8%,3&0,38%&60%[activator],-6%&2%,-17%,-16%&-4%,-6%&-3%,?,3%&22%,CCOc1ccc(CNC(=O)CCCn2nc(C)c3c(C)n(-c4ccc(C)cc4)nc3c2=O)cc1
-16%,-4,9%,-7%,-43%,56µM*,-35%,29%,?,C=CCn1c(SCC(=O)Nc2nnc(C)s2)nnc1-c1cccnc1
23%,-1,1%,-1%,8.9µM*,?,1%,13%,?,COc1ccccc1OCCn1c(=S)[nH]c2ccccc21
0%,-1,34%,-3%,5%[59 µM],-14%,-3%,-7%,-4%,CCOCCCNC(=O)C1CCN(S(=O)(=O)c2ccc(C)cc2)CC1
-9%,145,27%,2%,18%[59 µM],-7%,-2%,0%,?,O=C(CNC(=O)c1ccc(S(=O)(=O)N2CCCC2)cc1)N/N=C/c1c(Cl)cccc1Cl
2%,-1,29%,4%,-18%[59 µM],-11%,?,-9%,-2%,Cc1ccc(-c2noc(-c3ccc(N4CCOCC4)c([N+](=O)[O-])c3)n2)cc1
11%,-10,8%,-7%,4%,-14%,-3%,7%,3%,Cn1cnnc1Sc1ccc(C(=O)OCC(=O)NCC(F)(F)F)cc1[N+](=O)[O-]
3%,2,7%,-22%,-41%[59 µM],-35%,?,?,5%,CCCOc1ccc(-c2nn(-c3ccccc3)cc2C2NC(=O)NC(C)=C2C(=O)OC(C)C)cc1 (stereo not drawn)
19%,-8,12%,-10%,24%[59 µM],-7%,-5%,?,14%,O=C(/C=C/c1cc([N+](=O)[O-])ccc1OC(F)F)Nc1cccc(OC(F)F)c1

An excerpt; the hit share may differ from the screen's.
